Screens deposited in PubChem BioAssay by National Center for Advancing Translational Sciences (NCATS).
DT40 TDP1 no CPT: qHTS for Inhibitors of human tyrosyl-DNA phosphodiesterase 1 (TDP1): qHTS in cells in absence of CPT. hit rate 15% among 420,000. DT40 Tdp1-/- hTDP1 cells, no CPT, ATP luminescence, 48 h. Potency, µM (highest dose often 46.2 µM), for the others: at the top dose activity change, negative = growth inhibition, usual class: inhibitors; also: nearly all actives have a fitted effect of over 55% in size
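Camptothecin absent (DMSO only). Human TDP1-complemented DT40 knockout cells, 400 cells/well, 37 °C for minimum 48 hr; ATP measured via CellTiter-Glo, 30 min dark incubation, luminescence.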
TDP1 cell CPT: growth inhibition of DT40 Tdp1-/-;hTDP1 cells with camptothecin (screen for TDP1 inhibitors); Potency, µM (titrated, usually from 46.2 µM), for the others: top-dose activity change, negative = growth inhibition, usual class: inhibitors; chicken DT40 Tdp1-/-;hTDP1 cells + 20 nM CPT, ATP luminescence, 48 h; hit rate 12% among 420,000; AID 686979; also: nearly all actives have a fitted effect of over 55% in size
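Cell growth measured by CellTiter-Glo luminescence after a minimum 48 h, 37 C compound exposure with 20 nM CPT in Tdp1-knockout DT40 cells stably expressing hTDP1, seeded 400/well; qHTS titration format.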
TDP1 block: TDP1 (human) enzyme inhibition; Potency, µM (series often up to 130 µM), for inactives: at the top dose activity change, negative = inhibition, most hits filed as inhibitors; Q9NUW8; hit rate 0.28% among 350,000; recombinant TDP1, AlphaScreen DNA substrate cleavage; also: nearly all actives have a fitted effect of over 40% in size
Target sequence (Q9NUW8 whole entry, looked up): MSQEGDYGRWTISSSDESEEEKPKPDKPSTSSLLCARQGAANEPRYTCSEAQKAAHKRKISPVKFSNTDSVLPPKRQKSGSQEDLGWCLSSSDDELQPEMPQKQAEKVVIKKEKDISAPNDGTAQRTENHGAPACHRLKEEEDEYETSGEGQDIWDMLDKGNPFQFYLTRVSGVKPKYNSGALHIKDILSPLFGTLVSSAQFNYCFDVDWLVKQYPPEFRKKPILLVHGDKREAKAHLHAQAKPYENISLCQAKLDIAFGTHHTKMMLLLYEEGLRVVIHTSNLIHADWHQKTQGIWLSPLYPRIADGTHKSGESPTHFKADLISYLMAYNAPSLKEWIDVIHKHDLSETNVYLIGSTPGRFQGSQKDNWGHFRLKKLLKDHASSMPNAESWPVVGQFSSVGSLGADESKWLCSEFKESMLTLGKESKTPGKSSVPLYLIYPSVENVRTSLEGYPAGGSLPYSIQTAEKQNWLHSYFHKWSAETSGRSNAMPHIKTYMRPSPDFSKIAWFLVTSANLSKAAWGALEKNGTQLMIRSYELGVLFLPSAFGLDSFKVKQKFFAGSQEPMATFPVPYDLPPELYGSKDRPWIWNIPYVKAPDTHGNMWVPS
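Compounds were preincubated with Tdp1 (1 nM final) for 15 min at room temperature before substrate (15 nM final) started a 5 min reaction; beads (10 ug/ml final) were then added for 10 min before AlphaScreen detection.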
* marks the source's active call; other numbers are inactive results; ? = inconclusive; . = no result given; & = joins results of further samples; [ ] = dose if it differs, or a comment. Calls follow the shape of the dose curve; as a rule, active = well fitted curve in the direction sought with a large enough effect; inconclusive = small, poorly fitted or top-dose-only effect, or another doubt; inactive = no such curve, though single readings can be large; an effect the other way counts as inactive or inconclusive. % is scaled to controls: 0 for no effect and ±100 for the full control effect; potency is read from the fitted curve at half-maximal effect. Rows were taken by chance (roughly 18% active in at least one column).

SMILES	DT40 TDP1 no CPT	TDP1 cell CPT	TDP1 block
COCCNC(=O)c1cccc(OC2CCN(Cc3ccc(F)cc3OC)CC2)c1	6.4%	-15.3%	.
O=C(NCc1ccc2c(c1)OCO2)C1CC(=O)N(C2CCCCCCC2)C1 (stereo not given)	-8.9%	-10.7%	2.1%
Cc1cc(C(=O)Cn2nnc3ccccc3c2=O)c(C)n1-c1ccccc1F	?	?	6.8%
CCOC(=O)c1c(NC(=O)c2c(C)noc2C)sc2c1CCCCC2	-24.3%	0.7%	0.0%
CC1CCN(C(=O)COC(=O)C2CCN(S(=O)(=O)c3ccc(Cl)c(C(F)(F)F)c3)CC2)CC1	-28.1%	0.7%	0.6%
CCc1ccccc1NC1c2ccccc2C(=O)N1Cc1ccco1 (stereo not given)	?	-4.7%	5.3%
CCOCCn1c(SCc2cccc(C)c2)nc2c1c(=O)[nH]c(=O)n2C	?	-8.9%	6.9%
COc1cc(OC)c(C(=O)OC(C)C(=O)NCc2ccc3c(c2)OCO3)cc1OC (stereo not given)	?	?	-0.1%
Cc1cc(C)nc(-n2nc(C)c3c2N(Cc2ccccc2)C(=O)CC3c2ccc(Cl)cc2)n1 (stereo not given)	?	16.4µM*	1.6%
NS(=O)(=O)c1ccc(NC(=O)COC(=O)c2cc3ccccc3cc2O)cc1	10.1%	-0.6%	3.7%
COc1ccc(-c2csc3ncnc(Cl)c23)cc1	?	?	-1.2%
O=C(NNC(=O)c1ccccc1F)c1cccc(-n2cccc2)c1	-10.6%	-9.0%	.
CC(C)c1ccc(Nc2c(-c3ccsc3)nc3ccc(Cl)cn23)cc1	?	?	2.5%
C[C@H](CO)N1C[C@H](C)[C@@H](CN(C)S(=O)(=O)c2ccccc2)Oc2c(NC(=O)c3ccncc3)cccc2C1=O	-3.5%	-11.3%	2.5%
Cc1ccc(C)c(S(=O)(=O)N2CCN(C(=O)Cc3sc(C)nc3-c3ccc(F)cc3)CC2)c1	?	?	.
O=[N+]([O-])c1ccc(NC(=S)NCCc2ccc(Cl)cc2)cc1	5.17µM*	2.31µM*	-2.8%
C=CS(=O)(=O)N(Cc1ccc(Cl)c(Cl)c1)C[C@@H](O)CO	20.6µM*	20.6µM*	0.6%[56.1 µM]
C[C@@H]1CN([C@@H](C)CO)C(=O)c2cc(Br)cnc2O[C@H]1CN(C)C(=O)c1ccc2c(c1)OCO2	1.1%	-3.2%	.
Cc1ccc(NC(=O)Cn2c(=O)c(C)nc3ccccc32)cc1	-7.7%	-6.3%	0.0%
Cn1c(=O)cc(SCC(=O)N2CCN(c3ccccc3)CC2)c2ccccc21	?	16.4µM*	0.0%&8.0%
O=C(NCc1ccco1)C1CCN(c2nc3ccccc3n2Cc2ccc(F)cc2)CC1	16.4µM*	?	4.9%
Cc1c(C(=O)N2CCOCC2)sc(NC(=O)Cc2ccccc2)c1C#N	-4.8%	1.7%	-2.4%
O=C(c1ccc(COc2ccccc2Br)o1)N1CCN(c2ccccn2)CC1	-17.2%	-24.8%	3.0%
Cc1ccc(S(=O)(=O)N2CC(=O)Nc3ccccc32)cc1C	-3.9%	-24.5%	-2.0%
COc1cccc(NC(=O)CCC2CCN(C(=O)Cc3cccc(F)c3)CC2)c1	14.6µM*	?	2.2%
CCOC(=O)C1=C(C)NC(=O)NC1c1ccc(C)o1 (stereo not given)	-1.4%	3.3%	-4.9%
COCCCNCCCCOc1ccccc1-c1ccccc1	14.6µM*	20.6µM*	-4.3%
O=C1[C@H]2[C@@H](c3ccc(C(F)(F)F)cc3)N[C@]3(CCCN(Cc4ccccc4)C3=O)[C@H]2C(=O)N1Cc1ccccc1	23.1µM*	23.1µM*	.
Cc1ccc(OCC(=O)Nc2ccccc2C(N)=O)cc1	-18.2%	8.8%	.
CC(=O)C1=C(C)OC(N)=C(C#N)C1c1cc2cccc(C)c2nc1Cl (stereo not given)	?	-5.9%	1.0%
Cc1cccc(OCC(=O)NCC(=O)N/N=C/c2ccc(O)cc2O)c1	5.8µM*	16.4µM*	0.6%
CC1(C)OC(c2ccccc2)=C/C(=C\C=N\NC(=O)c2ccncc2)O1	?	?	12.6%
Cc1noc(C)c1C(=O)OCC(=O)Nc1cccc(F)c1	-15.4%	2.2%	.
CN1C(=O)/C(=C\c2cc(Br)cs2)c2ccccc21	?	-29.3%	9.3%
O=C(O)C1C2CCC(O2)C1C(=O)Nc1cnn(Cc2ccccc2)c1 (stereo not given)	-2.8%	-20.2%	2.8%
O=C1N/C(=C/c2cccn2-c2ccccc2)C(=O)N1Cc1ccc(F)cc1	-7.5%	5.2%	0.0%
Cc1cccc(-n2cc(CN3CCN(c4ccccn4)CC3)c(-c3cccc(F)c3)n2)c1	-2.8%	?	2.7%
CCCN(CCC)CCCNC(=O)c1cn(CC)c2ccc(S(=O)(=O)N3CCOCC3)cc2c1=O	22.4%	0.1%	1.2%
CCOC(=O)C1CCCN(C(=O)C2CCN(S(=O)(=O)c3c(C)noc3/C=C/c3ccc(C)cc3)CC2)C1 (stereo not given)	?	18.4µM*	0.6%
COc1ccc(C(=O)Nc2cc(=O)n(C)c(=O)n2C)cc1OC	-12.5%	4.9%	2.6%
COc1cc(OC)cc(C(=O)Nc2ccc(S(=O)(=O)Nc3onc(C)c3C)cc2)c1	-7.6%	-4.5%	.
N#Cc1c(N)n(CCOC(=O)c2cccc(Br)c2)c2nc3ccccc3nc12	?	-9.4%	5.1%
CC(C)Oc1ccc(CNCC2(O)CCOC(C)(C)C2)cc1 (stereo not given)	-2.3%	9.0%	0.0%
COc1ccc(C(=O)N2CCC(C(=O)Nc3ccc(C)cc3)CC2)cc1	10.3µM*	18.4µM*	6.2%
COC(=O)c1ccc(C2=NOC(C)(c3nnc(Cc4ccccc4)o3)C2)cc1 (stereo not given)	-15.9%	-16.7%	-5.8%
Cc1cc(NC(=O)c2nn(C)c(C)c2[N+](=O)[O-])no1	12.1%	-3.0%	1.1%
O=C(N/C=C/n1cnc2cc(C(F)(F)F)ccc21)c1ccc(F)cc1	-0.9%	?	.
CS(=O)(=O)N(CC(=O)Nc1ccccc1-c1ccccc1)c1ccc(F)cc1	?	-22.7%	6.2%
COc1cccc(C(C(=O)NC(C)(C)C)N(Cc2ccco2)C(=O)CCC(=O)Nc2cc(C)on2)c1OC (stereo not given)	29.1µM*	2.7%	5.1%
CCOC(=O)c1c(S(=O)(=O)NCC(=O)Nc2cc(C)ccc2C)c(C)n(C)c1C	21.0%&0.9%	-3.6%&10.9%	2.1%&0.5%
CC(C)c1ccc(NC(=O)NC2(C(=O)NCc3cccnc3)CCCCC2)cc1	-5.4%	-1.1%	-0.2%
O=C(Cn1nnc(-c2ccccc2NC(=O)c2ccco2)n1)Nc1ccccc1	?	-15.8%	4.8%
Cc1nc2ccn(Cc3ccccc3)c(=O)c2cc1C(=O)N1CCN(c2ccccc2)CC1	-15.8%	-23.5%	3.4%
COc1cccc(NC(=O)CCNC(=O)N2CC(=O)Nc3ccccc32)c1	29.6%	-3.0%	1.1%
O=C(c1ccc2c3n(nc2c1)-c1ccc(Cl)cc1CO3)N1CCCCC1	?	?	0.0%
CCOc1ccc(C(=O)O)cn1	-5.6%	25.8%	3.6%
COc1cccc(-c2cnc(C(O)c3ccc(Cl)cc3C)[nH]2)c1 (stereo not given)	16.4µM*	23.1µM*	.
COc1ccc(NC(=O)c2ccc(C)o2)c([N+](=O)[O-])c1	-15.1%	-8.9%	-2.8%
CSc1nc2sc3c(c2c(=O)n1-c1ccccc1)CCC(C(C)(C)C)C3 (stereo not given)	0.92µM*	?	.
Cc1ccc(NC(=O)c2ccccc2-c2ccc(C(F)(F)F)cc2)cc1S(=O)(=O)N1CCOCC1	14.6µM*	?	2.7%
More records
SMILES	DT40 TDP1 no CPT	TDP1 cell CPT	TDP1 block
Cc1ccc(C(=O)OCC(=O)N2CCC(c3ccccc3)=N2)c(C)c1	-22.4%	?	.
COCCn1c(=O)c(-c2ccc(OC)cc2)nc2cnc(N3CCN(C)CC3)nc21	?	?	.
CC1CCN(c2nc3c(=O)[nH]c(N)nc3n2[C@@H]2O[C@H](CO)[C@@H](O)[C@H]2O)CC1	-7.8%	-1.3%	.
Cc1ccc(C)c(NC(=O)CCN2CCCCC2)c1	-11.5%	-16.5%	.
COCCN(C(=O)COC(=O)c1cc2ccccc2cc1OC)c1c(N)n(Cc2ccccc2)c(=O)[nH]c1=O	?	?	2.0%
CC1=C(n2nnc([N+](=O)[O-])n2)C(c2cccnc2)C(C#N)=C(N)O1 (stereo not given)	?	9.2µM*	-5.3%
Cc1ccc(NC(=O)c2cnn3c(C(F)F)cc(-c4ccccc4)nc23)c(C)c1	18.4µM*	-1.8%	0.0%
CC(=O)N(c1nnc(-c2cccc(C)c2)s1)C1CCCC1	-5.5%	-2.2%	.
O=C(NC1CCCCCC1)C1CCN(c2nc3ccccc3o2)CC1	16.4µM*	?	-5.8%
CCOc1ccccc1NC(=O)C1CCCN1S(=O)(=O)c1ccc2c(c1)C(C)(C)C(=O)N2C (stereo not given)	?	?	5.1%
CCOC(=O)CC1C(=O)NCCN1S(=O)(=O)c1ccc(Cl)cc1Cl (stereo not given)	1.3%	-6.3%	7.8%
CC(=O)N1CCC(=NNc2nc3ccccc3s2)CC1	2.6%	3.5%	7.7%

Whole records, quoted from the list. Screens in order: DT40 TDP1 no CPT	TDP1 cell CPT	TDP1 block
Profile of CCOC(=O)CC1C(=O)NCCN1S(=O)(=O)c1ccc(Cl)cc1Cl (stereo not given) = 1.3%	-6.3%	7.8%
Profile of CC1=C(n2nnc([N+](=O)[O-])n2)C(c2cccnc2)C(C#N)=C(N)O1 (stereo not given) = ?	9.2µM*	-5.3%
Profile of Cc1ccc(NC(=O)c2cnn3c(C(F)F)cc(-c4ccccc4)nc23)c(C)c1 = 18.4µM*	-1.8%	0.0%
Profile of COCCN(C(=O)COC(=O)c1cc2ccccc2cc1OC)c1c(N)n(Cc2ccccc2)c(=O)[nH]c1=O = ?	?	2.0%

Following part
SMILES	DT40 TDP1 no CPT	TDP1 cell CPT	TDP1 block
COc1ccc(NC(=S)NCCSc2ccc(C)cc2)c(OC)c1	?	?	.
Cc1ccc2c(=O)cc(CSc3nnc(-c4ccccc4)n3C)[nH]c2c1C	-22.3%	-16.8%	5.4%
CC(C)(C)NC(=O)NC(=O)CN1CCN(c2ncc(C(F)(F)F)cc2Cl)CC1	18.4µM*	?	3.6%
CCOC(=O)N1CCN=C1SCc1ccc(C(F)(F)F)cc1	?	1.5%	-1.2%
Cc1ccc(NC(=O)CSc2ncccn2)c([N+](=O)[O-])c1	-27.5%	-6.2%	-5.3%
CCOC(=O)c1nc(C)nc(Sc2n[nH]c(-c3cc(Cl)cc(Cl)c3)n2)c1C	?	-9.0%	.
CCC(C)NC(=O)CCSCCC(=O)NC(C)CC (stereo not given)	6.4%	-9.4%	3.4%
O=C(Nc1ccccn1)NC(C(F)(F)F)C(F)(F)F	-5.4%	2.8%	6.0%
CC(=O)c1ccc2c(c1)OCCOCCOCCO2	-9.4%	-4.5%	.
CCC(C(=O)NC(C)(C)C)n1c(-c2ccc(C)cc2)nc2ccccc21 (stereo not given)	-26.5%	-29.1%	.
CC1(C(=O)NC(=S)N(Cc2ccccc2)c2ccccn2)CC1(Cl)Cl (stereo not given)	-17.9%	-20.7%	-0.6%
COc1ccc(CN(C)C(=O)Cn2cnc3c(NCc4ccccc4)ncnc32)cc1OC	?	?	-0.3%[56.1 µM]

Exported with bars between the fields: part of the list above
compound | DT40 TDP1 no CPT | TDP1 cell CPT | TDP1 block
O=C(Nc1ccccn1)NC(C(F)(F)F)C(F)(F)F | -5.4% | 2.8% | 6.0%
Cc1ccc2c(=O)cc(CSc3nnc(-c4ccccc4)n3C)[nH]c2c1C | -22.3% | -16.8% | 5.4%

(list continues)
SMILES	DT40 TDP1 no CPT	TDP1 cell CPT	TDP1 block
COc1ccc(CCNC(=O)C2CCN(S(=O)(=O)c3cccc4nonc34)CC2)cc1OC	-13.0%	?	0.0%
CCc1nc(Nc2ccc3nccnc3c2)c2oc3ccccc3c2n1	2.31µM*	?	4.1%
CC1(c2ccc3ccccc3c2)NC(=O)N(CC(=O)NCC(C)(C)N2CCOCC2)C1=O (stereo not given)	-2.4%	13.8%	1.1%[0.505 µM]
CCOc1ccc(C(=O)C[n+]2ccc(C(=O)NCc3ccccc3)cc2)cc1	-28.5%	3.0%	4.8%
CC(C)C(NS(=O)(=O)c1ccc2c(c1)oc(=O)n2C)C(=O)NCc1ccccc1 (stereo not given)	2.4%	-12.6%	2.3%
CCOc1ccc(C(=O)NCC(c2ccc3c(c2)OCO3)N2CCOCC2)cc1 (stereo not given)	?	-7.7%	7.7%
COc1ccc(S(=O)(=O)N(C)CC(=O)N2CCCC2)cc1OC	2.4%	16.3%	6.5%
O=[N+]([O-])c1ccc2c(c1)C=C1CCCCC1(N1CCCC1)O2 (stereo not given)	-21.6%	-30.2%	8.2%
CSc1nnc2c(n1)c(C)nn2-c1cccc(C)c1	?	?	7.5%
